Screening data as filed in PubChem BioAssay.
BH1578 lux ind: inducers of Vibrio cholerae quorum light production without autoinducers, primary screen, BH1578 luxS cqsA deficient, single point; V. cholerae BH1578 lux reporter, luminescence, 6 h; activation, % at 18.7 µM; 0.16% of 350,000 active; in the data active = activation mostly above about 9.7%, no sharp cut-off; also: not every result past the cut was called active; inactives centre near 0; reference of the scale not given here
BioA inh: M. tuberculosis BioA enzyme inhibitors, primary screen, biochemical, plate reader, single point, HTS. 7,8-diaminopelargonic acid synthase BioA (Mycobacterium tuberculosis). purified M. tuberculosis BioA enzyme. inhibition, % at 9.99 µM. 0.096% of 360,000 active; in the data active = inhibition above about 40%
DUSP3 inh: VHR1 phosphatase inhibitors, primary screen, biochemical, absorbance, uHTS; AID 1654, 2009; Dual specificity protein phosphatase 3 (Homo sapiens), P51452; recombinant VHR phosphatase, pNPP absorbance; inhibition, % at 13.3 µM; 0.52% of 290,000 active; in the data active = inhibition above about 50%; also: some compounds called inactive have numbers as strong as hits
Target sequence (P51452 whole entry, looked up): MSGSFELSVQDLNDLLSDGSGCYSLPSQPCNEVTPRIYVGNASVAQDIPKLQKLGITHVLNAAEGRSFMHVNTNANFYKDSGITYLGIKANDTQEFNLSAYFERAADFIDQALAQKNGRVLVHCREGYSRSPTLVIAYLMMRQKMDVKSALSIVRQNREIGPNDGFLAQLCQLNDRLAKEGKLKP
GDH-TPI inh: GDH-TPI coupling enzyme inhibitors, primary screen, artefact control for M. tuberculosis FBA inhibitor project, biochemical, absorbance, full deck. inhibition, % at 4.8 µM. AID 588335, 2011. GDH-TPI coupled enzyme counterscreen, NADH absorbance. 1.2% of 360,000 active; in the data active = inhibition above about 30%;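 also: 0% = DMSO wells and 100% = wells lacking the enzyme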
MazEF act: activators of E. coli MazEF toxin-antitoxin RNase, primary screen, biochemical, fluorescence, uHTS; FAM/BHQ RNA-DNA oligo cleavage fluorescence, 5 h; activation, % at 20 µM; 0.32% of 350,000 active; AID 504720, 2011; in the data active = activation above about 50%
Target sequence (P0AE70 whole entry, looked up): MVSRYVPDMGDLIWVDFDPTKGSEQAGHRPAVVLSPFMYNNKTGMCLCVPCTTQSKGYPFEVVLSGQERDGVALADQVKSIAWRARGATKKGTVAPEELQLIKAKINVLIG
Rv3671c inh: Rv3671c serine protease inhibitors, primary screen, biochemical, fluorescence polarization, M. tuberculosis H37Rv. 0.048% of 320,000 active. inhibition, % at 5.96 µM. P9WHR9; in the data active = inhibition above about 38%;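 also: extracellular domain of Rv3671c used as enzyme; 0% = enzyme with DMSO and 100% = no enzyme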
Target sequence (P9WHR9 whole entry, looked up, the tested form may be a part): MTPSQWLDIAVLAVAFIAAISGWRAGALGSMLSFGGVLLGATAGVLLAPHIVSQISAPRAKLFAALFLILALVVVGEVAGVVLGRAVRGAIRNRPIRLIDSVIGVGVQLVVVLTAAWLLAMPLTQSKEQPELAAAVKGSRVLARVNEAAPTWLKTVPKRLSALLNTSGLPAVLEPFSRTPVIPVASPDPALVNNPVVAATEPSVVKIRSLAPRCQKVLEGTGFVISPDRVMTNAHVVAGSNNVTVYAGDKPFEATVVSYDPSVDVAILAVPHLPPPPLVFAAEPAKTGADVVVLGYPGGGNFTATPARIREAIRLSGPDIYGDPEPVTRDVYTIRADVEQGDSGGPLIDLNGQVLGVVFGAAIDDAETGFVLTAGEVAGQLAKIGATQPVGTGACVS
SARS 3CLpro inh: SARS-CoV 3CLpro protease inhibitors, primary screen, biochemical, quenched FRET | recombinant SARS-CoV 3CLpro, quenched FRET peptide cleavage | inhibition, % at 6 µM | 0.14% of 290,000 active | AID 1706, 2009; in the data active = inhibition above about 12%
PriA SSB inh: inhibitors of Klebsiella pneumoniae PriA binding to SSB C-terminal tail, primary screen, biochemical, AlphaScreen; PriA–SSB C-terminal tail interaction (Klebsiella pneumoniae); AlphaScreen SSBct-PriA binding, biotinylated peptide; inhibition, % at 33 µM; 0.6% of 430,000 active; in the data active = inhibition mostly above about 37%, no sharp cut-off; inactive = mostly below about 20%;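 also: plate controls were negative control peptide for no effect and reference peptide for full effect; strong numbers were not always called active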
Mtb UGM inh: M. tuberculosis UGM enzyme inhibitors, primary screen, biochemical, fluorescence polarization, single point; 0.06% of 320,000 active; inhibition, % at 10 µM; UDP-galactopyranose mutase (Mycobacterium tuberculosis (strain ATCC 25618 / H37Rv)), …; AID 504406, 2011; purified UGM, fluorescence polarization probe displacement; in the data active = inhibition above about 10%, passing the limit was not always enough
Target sequence (P9WIQ1 whole entry, looked up): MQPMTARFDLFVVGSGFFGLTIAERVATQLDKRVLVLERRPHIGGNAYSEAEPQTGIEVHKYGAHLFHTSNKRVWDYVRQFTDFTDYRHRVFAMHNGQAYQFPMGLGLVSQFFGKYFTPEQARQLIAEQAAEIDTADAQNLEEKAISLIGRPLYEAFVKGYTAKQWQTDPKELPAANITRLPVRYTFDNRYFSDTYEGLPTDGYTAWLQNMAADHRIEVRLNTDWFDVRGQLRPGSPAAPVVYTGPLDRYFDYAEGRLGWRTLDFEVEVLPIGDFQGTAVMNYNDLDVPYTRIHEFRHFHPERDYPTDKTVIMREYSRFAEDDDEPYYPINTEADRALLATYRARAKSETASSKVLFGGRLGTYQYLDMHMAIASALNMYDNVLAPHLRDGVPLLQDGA
FBA Mtb inh: Mtb FBA enzyme inhibitors, primary screen, biochemical, fluorescence, strain H37Rv. purified M. tuberculosis FBA, fluorescence read-out. inhibition, % at 1 µM. 2.3% of 360,000 active. AID 588726, 2011; in the data active = inhibition above about 27%;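 also: 0% = vehicle and 100% = reference inhibitor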
The depositor's hits bear a star; i = inactive; / = no result given; & = joins results of further samples. The list is partial, so the mix of outcomes need not match the whole.

| canonical_smiles | BH1578 lux ind | BioA inh | DUSP3 inh | GDH-TPI inh | MazEF act | Rv3671c inh | SARS 3CLpro inh | PriA SSB inh | Mtb UGM inh | FBA Mtb inh |
| --- | --- | --- | --- | --- | --- | --- | --- | --- | --- | --- |
| O=C(NCc1ccco1)/C(=C\c1ccco1)NC(=O)c1ccco1 | -0.3 | -0.4 | -38 | 8 | -5 | -3 | 2 | 1 | / | -2 |
| CSc1ncc(C(C)=O)c(C)n1 | i | / | 3 | 2 | 2 | -4 | -1 | 3 | -1.6 | 0 |
| CCNC(=O)C1(C)CCN(C(=O)c2ccc(N(C)C)cc2)C1 (centres undefined) | -0.5 | 0.4 | / | -1 | / | / | / | / | / | 0 |
| COCCNC(=O)C1(C)CCCN(Cc2cc(-c3ccccc3)nn2C)C1 (centres undefined) | -0.3 | 1.2 | / | 3 | / | / | / | / | / | 0 |
| CC(C)CC1NC(=O)N(CC(=O)NC2CCCCC2)C1=O (centres undefined) | i | 0.3 | / | -2 | 3 | / | / | 3 | / | 0 |
| COc1ccc(/C=C/C(=O)Nc2nc(C)cc(C)n2)cc1OC | -0.3 | 1.3 | -10 | 30 | 4 | 3 | -12 | 0 | 0.0 | 26 |
| Cc1cc(C)c2nc(SC3CCOC3=O)cc(C)c2c1 (centres undefined) | -0.4 | / | 3 | -1 | -6 | -1 | -5 | -8 | 2.0 | -2 |
| Cc1cccc(S(=O)(=O)NC(=O)C2(C)CCN2C(=O)c2ccccc2CCc2ccccc2)c1 (centres undefined) | -4.5 | -0.1 | / | -4 | / | / | / | / | / | -1 |

Shown field by field: two of the compounds above
> O=C(NCc1ccco1)/C(=C\c1ccco1)NC(=O)c1ccco1
  BH1578 lux ind: -0.3
  BioA inh: -0.4
  DUSP3 inh: -38
  GDH-TPI inh: 8
  MazEF act: -5
  Rv3671c inh: -3
  SARS 3CLpro inh: 2
  PriA SSB inh: 1
  Mtb UGM inh: /
  FBA Mtb inh: -2

> CSc1ncc(C(C)=O)c(C)n1
  BH1578 lux ind: i
  BioA inh: /
  DUSP3 inh: 3
  GDH-TPI inh: 2
  MazEF act: 2
  Rv3671c inh: -4
  SARS 3CLpro inh: -1
  PriA SSB inh: 3
  Mtb UGM inh: -1.6
  FBA Mtb inh: 0

The results go on.
| canonical_smiles | BH1578 lux ind | BioA inh | DUSP3 inh | GDH-TPI inh | MazEF act | Rv3671c inh | SARS 3CLpro inh | PriA SSB inh | Mtb UGM inh | FBA Mtb inh |
| --- | --- | --- | --- | --- | --- | --- | --- | --- | --- | --- |
| Cc1ccc(C(C)C)c(OCCOCCN2CCNCC2)c1 | -0.4 | 1.5 | / | -4 | 5 | -1 | / | 4 | 1.7 | 3 |
| Cc1ccccc1C(=O)NCCCNC(=O)c1ccccc1C | 1.4 | -0.4 | / | -2 | -2 | -6 | / | -16 | -2.0 | 1 |
| COc1ccccc1C(=O)C1CCCN(C(=O)c2ccc3c(c2)OCCO3)C1 (centres undefined) | -0.7 | / | 16 | 8 | 6 | -5 | 0 | 1 | 1.8 | 3 |
| Cc1ccc(-c2cc(C(=O)Nc3c(C)n(C)n(-c4ccccc4)c3=O)[nH]n2)c(O)c1C | 0.4 | / | 13 | -10 | -12 | -10 | -3 | -8 | 1.3 | 2 |
| CC(OC(=O)c1cnccn1)C(=O)c1ccccc1 (centres undefined) | 3.5 | / | / | 0 | -2 | -2 | / | 1 | 0.3 | 3 |
| COc1ccc(CC(=O)Nc2cc(S(=O)(=O)N3CCOCC3)ccc2N2CCCC2)cc1 | i | -1.0 | / | 9 | 6 | / | / | / | / | -1 |
| Cc1ccc(N2CCN(c3cc(C)nc4nc(C)nn34)CC2)c(C)c1 | -0.1 | 0.0 | -4 | -8 | 6 | 9 | 3 | -2 | -1.1 | 2 |
| CC(C)n1c(O)c(N=NC(=O)CNC(=O)Cc2ccc(Cl)cc2)c2ccccc21 | i | 1.0 | -21 | 29 | 14 | -4 | 1 | 6 | 1.4 | -3 |
| Cc1ccc(-c2nn(CCC(=O)NN3CCOCC3)c(=O)c3ccccc23)cc1 | 0.7 | -1.6 | -2 | 1 | -2 | 6 | -3 | -10 | -1.4 | -2 |
| COc1ccc(C(CC(=O)O)NC(=O)c2cc3cc(Br)ccc3oc2=O)cc1OC (centres undefined) | 1.8 | -0.9 | 12 | 10 | 1 | -4 | 3 | -15 | 3.2 | -3 |
| CCCCCCCCCCNC(=O)C(=O)Nc1ccccn1 | -0.7 | -1.5 | -19 | 4 | -2 | 3 | -5 | -1 | -1.2 | 1 |
| COc1ccc(N2C(=O)CC(N3CCN(c4cccc(Cl)c4)CC3)C2=O)cc1 (centres undefined) | i | -0.3 | 18 | 13 | -7 | -4 | 4 | 2 | -1.5 | 6 |
| CCOc1ncccc1C(=O)Nc1cccc(S(=O)(=O)NC2=NCCC2)c1 | i | -0.3 | / | 3 | 11 | 6 | / | 0 | -3.2 | -4 |
| COCC(C)n1c(SCC(=O)N(C)C2CCS(=O)(=O)C2)nc2ccccc2c1=O (centres undefined) | i | / | 24 | 3 | 5 | -6 | -4 | 0 | 1.4 | 2 |
| Cc1cccc(C)c1NS(=O)(=O)c1cc2c3c(c1)CC(=O)N3CCC2 | i | 0.1 | 23 | 8 | 2 | -13 | 0 | -5 | 0.2 | 3 |
| CS(=O)(=O)N(CC(=O)N1CCOCC1)c1ccc2c(c1)OCO2 | -0.2 | / | 7 | -12 | 5 | -3 | -5 | -19 | 0.8 | 1 |
| O=C(O)CSc1nc2c(c(C(F)(F)F)n1)CCCC2 | -0.6&-0.2 | -2.8&-0.2 | 21&9 | 17&-15 | 3&-8 | 3&4 | 6&-1 | -7 | 1.3&1.0 | 4&-3 |
| CC1=C(C(=O)Nc2cc(C(=O)N3CCN(c4ccc(Cl)cc4)CC3)ccc2C)SCCO1 | -5.9 | -0.1 | / | 15 | 2 | / | / | / | / | 2 |
| COc1ccc(-c2nnc(N(C)C(=O)C3CCCO3)s2)cc1 (centres undefined) | -0.5 | 0.5 | 18 | 14 | 8 | 7 | -5 | -11 | 3.6 | 3 |
| CCn1cc(/C=C(\NC(=O)c2ccccc2Cl)C(=O)N2CCN(C)CC2)c2ccccc21 | -0.3 | -0.6 | -2 | 39* | -3 | / | 2 | 1 | / | 0 |
| COc1cccc(CNC(=O)Cc2csc(NC(=O)Nc3ccccc3OC)n2)c1 | i | 0.2 | / | -5 | -2 | -6 | / | 7 | 1.4 | 0 |
| CSc1ccc(CNC(=O)C2CCC(=O)N(CC3CCCCC3)C2)cc1 (centres undefined) | i | -0.3 | / | 4 | 1 | / | / | / | / | 0 |
| C/C(=N/NC(=O)c1ccc(Cl)cc1Cl)c1cccnc1 | -1.4 | -1.1 | 16 | 5 | 2 | -1 | 0 | / | -0.8 | -1 |
| COc1cccc(S(=O)(=O)N(C)C[C@H]2Oc3ncc(Br)cc3C(=O)N([C@H](C)CO)C[C@H]2C)c1 | i | -3.6&1.2 | / | -11 | 5 | / | / | / | / | -2 |
| O=C(O)c1cc(NC(=O)c2cccc(C(=O)Nc3cc(C(=O)O)cc(C(=O)O)c3)c2)cc(C(=O)O)c1 | i | -0.3 | -7 | 0 | 4 | 0 | 2 | -5 | 0.5 | -1 |
| CC(C)[C@H](NC(=O)c1ccccc1)C(=O)OCC(=O)N1CCc2ccccc2C1 | -0.3 | -0.9 | 18 | 3 | 6 | -5 | -1 | -25 | -0.8 | 4 |
| Cc1ccc(NC(=O)Cc2nc(CCl)cs2)cc1 | -0.4 | / | 0 | 6 | 9 | -3 | 1 | 3 | -2.3 | 3 |
| CC(NC(=O)CN1CCN(Cc2cccc(F)c2)CC1)c1ccccc1 (centres undefined) | -0.8 | -1.6 | 13 | -9 | 1 | 3 | -4 | 6 | 0.9 | 1 |
| Fc1cccc(Cl)c1-c1nnc2ccc(C(F)(F)F)cn12 | i | -1.9 | -9 | 1 | 11 | 6 | -2 | -2 | 1.6 | -1 |
| Fc1ccc(-c2ccc(CNCc3ccccn3)o2)cc1Cl | -0.2 | 8.7 | 1 | 8 | 2 | 7 | 4 | 13 | 0.1 | 0 |
| Cc1cc(N/N=C/c2ccccc2)nc(NCc2ccccc2)n1 | i | -1.8 | 1 | 16 | 0 | 9 | 1 | / | -3.0 | -1 |
| Cc1ccc(-c2nc3ccccc3c(=O)o2)cc1 | i | -0.5 | 27 | -4 | 7 | -1 | 0 | 3 | -1.4 | 1 |
| O=S(=O)(/C=C/c1ccccc1)NCCc1ccccn1 | i | 0.4 | 11 | 14 | 2 | 4 | 0 | -24 | 0.8 | 2 |
| Cc1cc2oc(=O)cc(CN3CCCCC3C)c2cc1C(C)C (centres undefined) | -0.5 | -1.0 | 8 | -1 | 0 | 0 | 3 | -13 | -0.7 | 2 |
| Nc1ccc(S(=O)(=O)N2CCCC2C(=O)O)cc1 (centres undefined) | i | / | -3 | 6 | -1 | 1 | -3 | -13 | -1.7 | -3 |
| Cc1ccc(Cn2ncc3c(N4CCN(c5ccc(C)cc5)CC4)ncnc32)cc1 | / | -1.8 | 45 | -9 | 0 | -1 | 1 | 6&-15 | 0.5 | -11 |
| CCOC(=O)/C(C#N)=C1/C=C(C)NC(c2ccccc2O)=N1 | i | 1.9 | 8 | 23 | -2 | 10 | 2 | / | 0.0 | 6 |
| COc1ccc(CNC(=O)C(c2ccccc2F)N(C(=O)c2csnn2)C2CC2)cc1 (centres undefined) | -0.3 | 2.0 | 39 | 10 | -5 | -3 | 3 | -5 | -0.1 | 1 |
| COc1cccc(CN(C)CC(=O)NC(=O)NCc2ccccc2)c1 | -2.4 | 0.2 | 8 | 14 | 5 | -1 | -3 | -5 | 0.8 | -1 |
| CC(C)(C)C1CCC(CN2CCC(CN3C(=O)C(=O)NC[C@@H]3Cc3ccccc3)CC2)CC1 (some centres undefined) | -1.4 | -1.6 | / | 1 | 11 | / | / | -6 | / | -1 |
| C/C(=N\NC(=O)c1ccccc1F)c1ccccn1 | i | 2.0 | 6 | 3 | -7 | -12 | -3 | / | 1.9 | -1 |
| CCNc1nc(NCC)n2c(SCC(=O)c3ccccc3Cl)nnc2n1 | -0.3 | -0.3 | 18 | 13 | 2 | -1 | 3 | -10 | 0.1 | -1 |
| CC(C)(C)NC(=O)CSc1nnc(-c2ccccn2)n1-c1ccccc1 | -0.6 | -3.7 | 2 | 8 | 1 | 7 | 1 | -4 | -1.3 | 3 |
| Cc1ccc(-c2ccc(/C=N/NC(=O)CN3CCCC3)o2)cc1Cl | / | -0.4 | 34 | 24 | 11 | -8 | 4 | / | 0.4 | 1 |
| CC(C)CNC(=O)c1cccc2c1-c1ccccc1C2=O | -0.4 | / | 2 | -3 | 4 | -7 | 0 | -6 | -2.0 | 4 |
| CCOC(=O)C1CCCN(C2CC(=O)N(c3ccccc3)C2=O)C1 (centres undefined) | -0.8 | -0.8 | 42 | 9 | 9 | -9 | -6 | -3 | -4.4 | -1 |
| c1cc(Nc2ncnc3sccc23)cc(-c2nnc3n2CCCCC3)c1 | 3.7 | 33 | 27 | 3 | 5 | -17 | -2 | -4 | -1.0 | 1 |
| COc1ccccc1N1CCN(CC(=O)N2N=CCC2c2ccccc2)CC1 (centres undefined) | 1.0 | / | -1 | 8 | 8 | 7 | 0 | 6 | -2.4 | 0 |
| Cc1ccc(C(=O)Nc2ccon2)cc1S(=O)(=O)N1CCCC1 | -0.5 | 0.5 | -12 | 7 | -4 | 6 | -5 | -18 | -2.5 | 1 |
| COc1ccc(Cl)cc1NC(=S)Nc1ccc(Cl)cn1 | -0.4 | / | 18 | 6 | 8 | 0 | 5 | -2 | 0.4 | -2 |
| O=C(CC1C(=O)NCCN1Cc1ccc(-c2ccccc2)cc1)NCCCn1cccn1 (centres undefined) | -4.8 | 2.4 | 9 | 13 | 1 | -9 | 4 | -8 | 0.3 | 5 |
